# Screens: PubChem BioAssay, several laboratories
# Pf gametocyte: P. falciparum stage V gametocyte viability inhibition. AID 743093. P. falciparum stage V gametocytes, ATP luminescence, 24 h. hit rate 0.065% among 150,000. inhibition, % at 10.9 µM;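 active = inhibition above the mean plus 3 SD of compounds within the control limits, set per campaign, cut at about 38% in these data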;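 also: 0% = DMSO wells and 100% = medium only without gametocytes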
# Avidin bead fluor: compound fluoresces at 488/530 nm on avidin beads; compound fluorescence 488/530 nm, flow cytometry; active compounds read high; fluorescence (KMESF) at 10 µM; hit rate 0.38% among 220,000; in the data active = fluorescence above about 47; also: inactives centre near 10
# Mcl1-Bid inh: Mcl-1/Bid interaction inhibition; Q07820; hit rate 0.97% among 220,000; inhibition, % at 21.7 µM; TR-FRET Mcl-1/Bid-Dy647 peptide binding, 1536-well;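 active = compounds that cut the binding signal by more than half at the single screening dose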;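 also: His-tagged Mcl-1 with europium anti-His antibody binding Bid BH3 peptide; 0% = Mcl-1 plus peptide wells and 100% = peptide-only wells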
# Target sequence (Q07820 whole entry, looked up): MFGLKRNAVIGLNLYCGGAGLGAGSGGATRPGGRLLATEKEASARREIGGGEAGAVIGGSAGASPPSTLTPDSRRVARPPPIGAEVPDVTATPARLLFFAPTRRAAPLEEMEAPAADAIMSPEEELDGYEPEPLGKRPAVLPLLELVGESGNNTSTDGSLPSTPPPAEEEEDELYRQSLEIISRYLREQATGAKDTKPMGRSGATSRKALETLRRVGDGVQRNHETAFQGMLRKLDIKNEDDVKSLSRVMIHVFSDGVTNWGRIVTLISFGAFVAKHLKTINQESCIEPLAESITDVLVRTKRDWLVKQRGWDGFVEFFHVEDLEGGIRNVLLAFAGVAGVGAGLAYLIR
# Mcl1 Noxa PPI: Mcl-1/Noxa interaction inhibition | Q07820 | TR-FRET Mcl-1/Noxa peptide binding, 2 h | inhibition, % at 21.7 µM | hit rate 1.5% among 220,000;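 active = compounds that cut the protein-peptide binding signal by more than 50% relative to plate controls in a single-dose test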;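 also: His-tagged Mcl-1 with rhodamine Noxa BH3 peptide and terbium anti-His antibody; 0% = Mcl-1 plus Noxa peptide wells and 100% = peptide-only wells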
# * = called active by the depositor.
SMILES,Pf gametocyte,Avidin bead fluor,Mcl1-Bid inh,Mcl1 Noxa PPI
Cc1nc(C(=O)NNC(=O)c2ccc(Cl)cc2)cs1,1.2,7,-41.5,-75.5
CC1CC(CCN)(c2ccccc2)C(C)CN1C (stereo unspecified),8.7,4,-16.4,15.6
Cc1ccc(C(=O)Nc2nc3n(n2)C(c2ccccc2)CC(=O)N3)cc1 (stereo unspecified),-0.6,8,-7.8,-27.5
COc1ccc(Cl)cc1NC(=O)/C=C/C(=O)O,16.4,10,12.9,4.9
CNC(=O)C1=C(C)Nc2nc3ccccc3n2C1c1ccc(F)cc1 (stereo unspecified),0.7,6,-16.9,-2.3
CCN(c1ccccc1)S(=O)(=O)c1ccc(Cl)c(NC(=O)COC(=O)c2ccc[nH]c2=O)c1,-1.7,4,-13.8,10.7
CN1CCN(c2ccc(C(CC(N)=O)NC(=O)Cc3ccc(Br)cc3)cc2[N+](=O)[O-])CC1 (stereo unspecified),-10.1,15,-26.9,-9.5
COC(=O)CC1C(=O)NCCN1C(=S)Nc1ccc(F)cc1 (stereo unspecified),4.9,10,-31.4,9.4
Cc1onc(-c2ccccc2)c1C(=O)NCC(O)c1ccccc1 (stereo unspecified),-2.3,6,1.9,3.7
CCOC(=O)C(=CNNc1ccccc1)C(=O)OCC,-5.0,6,-16.9,15.0
Cc1ccc(-c2n[nH]c3c2C(c2ccccc2)N(c2ccc(C(=O)O)cc2)C3=O)cc1 (stereo unspecified),0.4,7,-3.9,24.0
Cc1cc2cc(CNC(=O)C(C)Oc3ccccc3)ccc2n1C (stereo unspecified),9.9,8,-53.1,8.6
Oc1ccc(/C=N/NC(=S)Nc2cccnc2)c(O)c1O,26.1,5,-2.7,102.3*
O=c1[nH]c2ccccc2n2c(=S)[nH]nc12,12.6,2,-66.8,4.4
C=CCN(c1ccccc1C(=O)NCC(=O)OCC)S(=O)(=O)c1ccc(C)cc1,15.2,3,-11.3,8.2
COc1cccc(/C=C2\SC(=S)N(C(C(=O)O)c3ccccc3)C2=O)c1OC (stereo unspecified),-21.5,8,29.7,25.1
O=[N+]([O-])c1ccc(OCCOCCOc2ccc([N+](=O)[O-])cc2)cc1,-17.7,17,-47.8,-1.3
O=S(=O)(NCc1ccco1)c1cnc(Cl)c(Cl)c1,22.2,9,3.3,-8.0
Cc1ccc(S(=O)(=O)CCSc2n[nH]c(=O)n2-c2ccc3c(c2)OCCO3)cc1,7.6,7,-27.8,-9.0
CCOC(=O)c1c(Nc2ccccc2OCCOC)n[nH]c1C,2.9,4,-16.6,26.3
COc1ccc(NS(=O)(=O)c2cccc(NC(=O)c3ccccn3)c2)cc1,-16.8,2,-17.6,-15.8
O=C(O)C(NS(=O)(=O)c1cccc2nsnc12)c1ccccc1 (stereo unspecified),-20.6,17,-3.9,0.5
O=C(NCc1csc2ccc(Cl)cc12)Nc1cccc2ccccc12,3.4,4,-0.8,-1.9
O=C1CCc2ccccc2N1,21.7,4,-1.4,-1.1
Nc1nnc(CC(=O)N/N=C/c2ccc(-c3cccc(C(=O)O)c3)o2)s1,3.1,8,-8.3,-1.2
CC(=O)Nc1ccc(N(C(=O)CNC(=O)c2ccco2)C(C(=O)NCc2ccco2)c2ccccc2)cc1 (stereo unspecified),8.1,9,-31.2,7.0
Cc1nc(C(=O)NNC(=O)Nc2ccc(Cl)cc2)cs1,13.1,8,-16.0,-8.5
CCN(CC)S(=O)(=O)c1ccc(N2CCOCC2)c(NC(=S)NC(=O)c2ccco2)c1,-5.2,6,-46.0,19.1
CC(/C=C1\SC(=S)N(c2ccc(C(=O)O)cc2)C1=O)=C\c1ccccc1,13.1,7,21.1,84.0*
C=CC(=O)NCc1ccc(-c2csnn2)cc1,-0.6,3,-13.7,-7.6

# A second format for 5 compounds above:
structure	Pf gametocyte	Avidin bead fluor	Mcl1-Bid inh	Mcl1 Noxa PPI
O=C(O)C(NS(=O)(=O)c1cccc2nsnc12)c1ccccc1 (stereo unspecified)	-20.6	17	-3.9	0.5
O=C(NCc1csc2ccc(Cl)cc12)Nc1cccc2ccccc12	3.4	4	-0.8	-1.9
O=C1CCc2ccccc2N1	21.7	4	-1.4	-1.1
Nc1nnc(CC(=O)N/N=C/c2ccc(-c3cccc(C(=O)O)c3)o2)s1	3.1	8	-8.3	-1.2
CC(=O)Nc1ccc(N(C(=O)CNC(=O)c2ccco2)C(C(=O)NCc2ccco2)c2ccccc2)cc1 (stereo unspecified)	8.1	9	-31.2	7.0

# (listing goes on)
SMILES,Pf gametocyte,Avidin bead fluor,Mcl1-Bid inh,Mcl1 Noxa PPI
C=CCN1C(=O)/C(=c2\sc3nc(=O)c(Cc4ccccc4)nn3c2=O)c2ccccc21,-20.0,2,-20.6,8.3
C/C(=N\Nc1ccc(C(=O)O)cc1)c1ccc(Br)cc1,8.8,3,-28.8,8.4
Cc1ccc2nc(SCC(=O)c3ccc(O)cc3O)[nH]c2c1,-19.5,5,-10.8,2.8
Cc1cc(C)c2c(N)c(C(=O)N/N=C/c3ccccc3)sc2n1,-56.9,8,-36.1,-2.5
CCOC(=O)N1CCC(NC(=O)C2=CCN(S(=O)(=O)c3ccccc3)CC2)CC1,-0.5,8,-13.3,11.2
COC(=O)c1ccc(CN2CCCCC2)cc1,0.3,3,-14.1,-3.3
COC(=O)c1sccc1S(=O)(=O)Nc1ccc(N2CCCCC2)cc1,-9.9,7,-28.7,-4.8
COc1ccc(NC(=S)N(CCN(C)C)C(C)c2ccncc2)cc1Cl (stereo unspecified),-5.7,8,-51.9,-25.8
CCOC(=O)c1cc(C)nc(Sc2ccc(C)cc2)c1C#N,10.7,8,-18.1,-10.1
Cc1noc(C(F)(F)F)c1C(=O)NNC(=O)c1cccc(C(F)(F)F)c1,19.4,6,-16.1,-14.9
CSc1ccc(/C=N/NC(=O)c2cccs2)cc1,-4.2,7,-57.0,3.8
Oc1ccc2ccccc2c1N=Nc1ccccc1F,15.3,6,-18.4,28.2
O=c1cc(N2CCN(c3ccccc3Cl)CC2)[nH]c(=O)n1Cc1ccc(F)cc1,23.5,9,-25.1,-1.6
Cc1ccc(NC(=O)c2nsc(Cl)c2Cl)cc1,23.1,6,-1.1,-3.3
CCOC(=O)/C(C#N)=C/N=c1ccc(C)cn1C,-1.5,7,-20.6,-8.2
Cc1ccc(Oc2ncccc2NC(=O)CCCC(=O)O)c2c1CCC2,21.7,8,-3.1,5.4
CCC1=C(OC(=O)N(CC)CC)N2C(=O)OC(=NCC(=O)OC)[C@]2(C)[C@H]2C1=CC[C@H]1C(=O)NC(=O)[C@H]12,3.3,9,-56.7,7.1
Cc1ccc(S(=O)(=O)N(C)C)cc1NC(=O)CSc1nnnn1-c1ccc(O)cc1,19.7,5,-6.5,8.4
O=C(/C=C/c1cccc([N+](=O)[O-])c1)N1CC[C@@]2(O)CCCC[C@H]2C1,5.0,3,-4.3,1.1
CN(C)CCn1c(=O)n(-c2ccc(F)cc2)c(=O)c2c3c(sc21)CCCCC3,8.7,8,0.5,9.6
O=c1cc(COc2ncnc3c(Cl)cc(Cl)cc23)nc2sccn12,-14.4,4,-17.1,15.3
CC(C)c1ccc(NC(=S)NC2CC3C=CC2C3)cc1 (stereo unspecified),-5.4,7,-43.2,0.2
Cc1cc([N+](=O)[O-])nn1CC(=O)N/N=C/c1ccccc1F,-6.3,6,-5.0,9.0
Cc1ccccc1OCC(=O)Nc1ccc2c(c1)OCCO2,4.7,6,-34.5,-10.6
CC(C)[C@@H]1CC[C@@H](C)C[C@H]1OC(=O)C[n+]1cc(-c2ccc(Cl)cc2)n2c1CCCCC2,11.2,6,-7.3,-3.7
CCCCCc1cc(=O)oc2c(C(CCN3CCCCC3)c3cc(OC)c(OC)c(OC)c3)c(OC)cc(OC)c12 (stereo unspecified),-10.1,7,-40.0,0.0
O=C(O)c1ccc(S(=O)(=O)Nc2cccc(CP(=O)(c3ccccc3)c3ccccc3)c2)cc1,-15.6,8,2.9,1.8
COC(=O)c1ccc(C2=NOC(C)(c3sc(-c4ccc(Cl)cc4)nc3C)C2)cc1 (stereo unspecified),-2.3,8,-36.7,-6.3
CC(C)(C)c1ccc2c(c1)OC(C(=O)N/N=C/c1ccc([N+](=O)[O-])o1)CO2 (stereo unspecified),-8.5,3,-52.9,-26.5
CS(=O)(=O)N(CC(=O)N/N=C/c1ccccc1C(=O)O)c1cccc(Cl)c1Cl,14.7,6,-9.8,5.0
COCC(C)NC(=O)c1cc2cc(OC)ccc2[nH]1 (stereo unspecified),-0.1,8,-14.6,-11.7
Cc1cc(C)c(NC(N)=S)c(C)c1,22.1,6,-15.7,-16.2
CCC(=O)Nc1ccc(/C=C(\C(C)=O)C(=O)c2ccccc2)cc1,-2.9,4,-5.6,-8.2
Cc1nc(C(=O)NCCC(C)C)sc1C1(C)CC(c2ccccc2)=NO1 (stereo unspecified),-5.2,8,-43.4,10.1
N#CCCN(Cc1ccccc1)C(=O)Nc1ccc(F)cc1,-33.8,7,-5.6,6.8
O=C(O)c1cccc(S(=O)(=O)Nc2ccc3[nH]c(=O)[nH]c3c2)c1,-16.3,7,-71.9,40.4
Cc1[nH]c2ccccc2c1/C=N/NC(=O)CNC(=O)c1ccccc1,0.6,4,-82.5,-5.3
CCCCN1C(N)=NC[C@H]1Cc1ccc(O)cc1,1.4,15,-5.5,21.9
Cc1cccc(C(=O)c2ccccc2C(=O)O)c1,-18.2,3,-8.7,11.9
Cc1cc(NS(=O)(=O)c2ccc3c(c2)OCCO3)no1,6.3,5,-9.7,10.6
Cc1ccc(S(C)(=O)=N/C=C2\C(=O)c3sccc3N(C)S2(=O)=O)cc1 (stereo unspecified),11.9,7,-8.7,-11.4
C/C=C/C=C/C(=O)N1CC2(CC(c3cccc(NC(=O)/C=C/C)c3)=NO2)C[C@@H]1C(N)=O (stereo partly specified),-8.9,12,-29.5,4.3
O=C(CO/N=C/c1ccccc1OC(F)F)NCc1ccco1,6.6,14,-26.0,2.5
CS(=O)(=O)c1ccc2nc(NC(=O)C3=NN(c4ccccc4)C(=O)CC3)sc2c1,5.2,7,-8.9,4.5
COc1ccc(OC)c(-n2c(-c3ccn[nH]3)n[nH]c2=S)c1,4.8,5,-140.6,12.8
COc1ccc(OC)c(NC(=O)c2ccccc2NC(=O)c2ccco2)c1,13.1,5,-8.4,0.6
CN(C)CC(c1ccccc1)c1ccccc1,5.0,8,-6.4,5.8
COc1cccc(NC(=O)Nc2nnc(CC(=O)NCc3ccccc3)s2)c1,-10.1,9,-41.2,-10.9
O=C(O)/C=C/C(=O)NCCC(c1ccccc1)c1ccccc1,-4.6,2,-13.9,10.0
COc1ccc(CN(Cc2cccn2C)S(=O)(=O)c2ccc(F)cc2)cc1,9.3,6,-8.6,-4.3

# Continued:
SMILES,Pf gametocyte,Avidin bead fluor,Mcl1-Bid inh,Mcl1 Noxa PPI
CCCCOc1nc(N2CCOCC2)nc(C)c1[N+](=O)[O-],1.6,3,-6.0,-1.9
Cc1onc(-c2c(F)cccc2Cl)c1-c1nnc(-c2ccc(C(F)(F)F)cc2)o1,1.6,6,45.4,15.0
CC1=CC(C)(C)n2c(O)c(N=NC(N)=S)c3c(C)c(C)cc1c32,-17.5,7,-67.9,20.9
COc1ccc2nc(N3C(=O)CNC3=S)sc2c1,2.7,8,-24.3,-61.6
N#Cc1ccc(/C=N/NC(=S)Nc2ccc(S(=O)(=O)N3CCOCC3)cc2)cc1,-3.9,11,-157.1,20.4
COC(=O)c1c(-c2c(Cl)cccc2Cl)noc1NC(=O)N(C)C,-8.2,6,-11.3,-4.6
COC(=O)c1sc(C(F)(F)F)c(-c2ccccc2)c1S(=O)(=O)N(C)C,13.0,4,-3.0,11.0
Cc1cccc(-c2n[nH]c(=S)n2/N=C/c2cccs2)c1,-13.4,8,-7.4,6.2
CCN1CCN(Cc2ccc(NC(=O)c3cc(NC(=O)c4cnn(-c5ccccc5)c4N)cc(OC)c3)cc2C(F)(F)F)CC1,6.4,8,-32.7,24.2
O=[N+]([O-])c1ccc(N2CCCC2)nc1,-3.3,6,-14.2,3.4
CC(C)(C)c1cc(C(=O)NNS(=O)(=O)c2ccccc2)n[nH]1,8.5,4,-11.1,8.8
CCCCNC(=O)C1CCCN1S(=O)(=O)c1cccc2nsnc12 (stereo unspecified),-10.9,7,-4.7,30.2
CCNC(=O)NC(=O)c1csc([N+](=O)[O-])c1,-9.5,7,44.9,-10.7
O=C(COC(=O)c1ccc2c(c1)S(=O)(=O)N=C1CCCCCN12)NCc1cccs1,10.4,7,-12.8,13.9
O=C(NNc1ccccc1)/C(=C\c1cccnc1)NC(=O)c1ccccc1,-27.7,6,-54.1,-5.0

# Shown bar-delimited: part of the list above.
structure | Pf gametocyte | Avidin bead fluor | Mcl1-Bid inh | Mcl1 Noxa PPI
CC1=CC(C)(C)n2c(O)c(N=NC(N)=S)c3c(C)c(C)cc1c32 | -17.5 | 7 | -67.9 | 20.9
COc1ccc2nc(N3C(=O)CNC3=S)sc2c1 | 2.7 | 8 | -24.3 | -61.6
N#Cc1ccc(/C=N/NC(=S)Nc2ccc(S(=O)(=O)N3CCOCC3)cc2)cc1 | -3.9 | 11 | -157.1 | 20.4
COC(=O)c1c(-c2c(Cl)cccc2Cl)noc1NC(=O)N(C)C | -8.2 | 6 | -11.3 | -4.6
COC(=O)c1sc(C(F)(F)F)c(-c2ccccc2)c1S(=O)(=O)N(C)C | 13.0 | 4 | -3.0 | 11.0
Cc1cccc(-c2n[nH]c(=S)n2/N=C/c2cccs2)c1 | -13.4 | 8 | -7.4 | 6.2

# Some of the compounds tested. The share of hits here may be higher or lower than overall.
